# Screens (PubChem)
# HSF-1 act: increases HSF-1 driven luciferase reporter signal. hit rate 1.7% among 300,000. AID 504408. activation, % at 9 µM. NIH3T3-HGL HSF-1 luciferase reporter, MG132, 8 h; 100% = twice DMSO control signal;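 active = mean replicate activation of at least 50% with a set share of replicates each reaching 50%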;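 also: 0% = median of the neutral control wells and 100% = twice that signal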
# Dyrk1A ADPGlo: blocks rat Dyrk1A kinase activity | ADP-Glo luminescence, NFATc1 peptide | inhibition, % at 12.5 µM | hit rate 0.43% among 310,000 | AID 504441; in the data active = inhibition above about 50%;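 also: plate controls were vehicle with enzyme for no effect and no enzyme for full effect; many of its hits are not listed in these tables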
# AI-2 QS mod: modulates the Vibrio harveyi AI-2 quorum sensing system. Vibrio harveyi JMH597 AI-2 luminescence/OD600 ratio, 9 h; hits give low values; strain lacks LuxN and CqsS sensors; 0 = neutral-control median. activity change, % at 7.5 µM. hit rate 0.4% among 300,000; in the data active = activity change below about -75%, passing the limit was not always enough;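 also: luminescence divided by OD600 gain over 9 h not by final OD600 alone; inactives centre near 13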
# GSK3B inh: human GSK3beta kinase inhibition; P49841; GST-GSK3beta kinase, ADP-Glo luminescence, 60 min; hits give low values; activity score (negative = inhibition), % at 10 µM; hit rate 0.038% among 300,000; AID 2097;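 active = more than half of replicate wells score below -50%, meaning over 50% inhibition versus plate controls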;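 also: 0% = median DMSO wells and -100% = median GW8510 positive control wells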
# Target sequence (P49841 whole entry, looked up): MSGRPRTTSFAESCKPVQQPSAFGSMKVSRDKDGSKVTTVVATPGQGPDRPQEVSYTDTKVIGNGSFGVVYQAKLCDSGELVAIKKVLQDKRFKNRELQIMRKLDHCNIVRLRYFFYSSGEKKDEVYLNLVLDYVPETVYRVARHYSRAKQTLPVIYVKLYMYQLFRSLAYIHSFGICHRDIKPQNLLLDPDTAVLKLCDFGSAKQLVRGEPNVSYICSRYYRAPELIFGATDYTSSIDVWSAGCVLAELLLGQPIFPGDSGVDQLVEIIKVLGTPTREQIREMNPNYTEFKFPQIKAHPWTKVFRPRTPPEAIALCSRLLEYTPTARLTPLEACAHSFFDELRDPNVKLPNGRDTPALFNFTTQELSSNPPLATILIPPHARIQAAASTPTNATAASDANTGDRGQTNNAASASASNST
#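 Assay system: GST-tagged human GSK3beta kinase, cell-free; Input: 1.6 ng GSK3beta; Medium: Tris/MgCl2 kinase buffer; Timing: 60 min enzyme reaction, room temperature; Signal: ADP-Glo luminescence quantifying ADP generated by kinase; Evaluation: score relative to plate controls; Benchmarks: DMSO neutral wells and GW8510 at 20 µM as positive.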
# PolyA inh: inhibitors of polyadenylation in S. cerevisiae | S. cerevisiae SKY197-pL101 polyadenylation reporter, beta-gal luminescence; efflux-impaired pdr1/pdr3 knockout yeast; score 100 = 6 SD above DMSO | calls only at 12 µM | hit rate 0.02% among 300,000;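 active = lowest replicate activity score at least 50, where 100 means six control SD above control mean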;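 also: yeast exposed to compound for 9 h at 30 °C; higher score means more reporter readthrough which indicates perturbed polyadenylation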
# HSP90 inh: HSP90 refolding inhibition in rabbit reticulocyte lysate | luciferase refolding luminescence, 3 h | inhibition, % at 5.6 µM | hit rate 0.91% among 290,000 | AID 1789;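 active = inhibition above the screen-wide mean plus 3 SD, computed separately per campaign, cut at about 16% in these data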;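 also: 0% = DMSO wells and 100% = 60 µM geldanamycin wells; inhibitors lower the luminescence because luciferase stays unfolded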
# GSK3A inh: inhibitors of human GSK-3 alpha kinase; P49840; ADP-Glo luminescence, 60 min; inhibition, % at 10 µM; hit rate 0.1% among 320,000;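 in the data active = inhibition above about 50%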;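 also: GST-tagged GSK-3 alpha with peptide substrate and 25 µM ATP; 0% = DMSO neutral wells and 100% = GW8510 positive control wells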
# HDAC3 inh: inhibitors of human histone deacetylase 3. O15379. recombinant HDAC3, fluorogenic peptide/trypsin coupled, fluorescence. inhibition, % at 8.3 µM. hit rate 0.15% among 320,000; in the data active = inhibition above about 26%, passing the limit was not always enough
# Target sequence (O15379 whole entry, looked up): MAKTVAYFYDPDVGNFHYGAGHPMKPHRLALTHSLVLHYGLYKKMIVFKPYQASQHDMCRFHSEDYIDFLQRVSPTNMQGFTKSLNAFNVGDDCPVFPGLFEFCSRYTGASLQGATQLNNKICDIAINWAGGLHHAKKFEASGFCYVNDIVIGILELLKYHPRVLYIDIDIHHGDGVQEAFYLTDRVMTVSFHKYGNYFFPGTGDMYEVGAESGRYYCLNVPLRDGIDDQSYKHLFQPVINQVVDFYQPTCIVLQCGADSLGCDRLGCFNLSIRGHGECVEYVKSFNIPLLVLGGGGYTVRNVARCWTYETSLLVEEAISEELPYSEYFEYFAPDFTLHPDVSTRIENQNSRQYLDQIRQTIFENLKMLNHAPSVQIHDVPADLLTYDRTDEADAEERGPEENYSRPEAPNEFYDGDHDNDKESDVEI
# Platelet DG rel: modulates dense granule release in human platelets; inhibition, %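 (compounds screened at 7.5 µM in platelet-rich plasma)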; AID 1663; human platelet-rich plasma, SFLLRN dense granule ATP release, luminescence; hit rate 0.22% among 300,000;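 active = mean replicate score, as percent of positive control, at or above 50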
# HSF1 inh: HSF1 inhibition; NIH3T3-HGL HSE-luciferase, MG132-induced, luminescence 8 h; hits give low values; activity change, negative = inhibition, % at 7.5 µM (by protocol); hit rate 0.77% among 300,000; AID 2098;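 active = more than half of replicate wells show activity change below -50%, luminescence cut by over half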;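 also: luciferase reports HSF-1 transcriptional activity via heat shock element; 0% = median of DMSO wells and -100% = zero luminescence signal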
# * marks the source's active call; other numbers are inactive results; i = inactive; . = no result given. These rows are one share of the data; count on the stated rates, not on these rows.
HSF1 inh	PolyA inh	HDAC3 inh	HSP90 inh	GSK3B inh	AI-2 QS mod	GSK3A inh	Dyrk1A ADPGlo	Platelet DG rel	HSF-1 act	Compound
-1	i	1	0	0	42	1	-3	-1	-2	CC(OC(=O)c1nsc(Cl)c1Cl)C(=O)NCc1cccs1 (centres undefined)
10	i	-3	0	-1	6	4	-1	5	-13	CN(C)c1ccc(C(CNC(=O)c2ccccc2F)c2c[nH]c3ccccc23)cc1 (centres undefined)
13	i	-16	3	1	23	12	0	0	16	CCSc1ncccc1-c1nc2ccccc2[nH]1
-8	i	6	.	0	14	-3	.	3	-9	CCN(Cc1ccccc1)S(=O)(=O)CCNC(=O)c1ccccc1
2	i	3	1	0	17	1	-12	1	-11	CC1CCN(C(=O)Cn2cc(S(=O)(=O)CC(=O)N3CCOCC3)c3ccccc32)CC1
0	i	-4	-1	-2	9	-2	.	15	-8	O=C(NCCc1c[nH]c2ccccc12)c1cncc(Br)c1
-2	i	-11	2	-1	20	1	1	2	11	COc1cccc(/C=C/C(=O)OCC(=O)Nc2ccc(Cl)cn2)c1
0	i	1	-6	0	34	-1	-3	0	18	COc1ccc(NC(=O)CCS(=O)(=O)c2cc3c(cc2Cl)NC(=O)CO3)cc1OC
-1	i	-13	3	2	28	-1	.	13	6	CCOC(=O)N1CCN(c2nc(N(c3ccccc3)c3ccccc3)nc(-n3ccnc3)n2)CC1
-5	i	5	4	-2	12	1	0	0	13	COC(=O)C(NC(=O)c1ccco1)(Nc1nc(C2CC2)cs1)C(F)(F)F (centres undefined)
1	i	3	2	-2	23	0	1	14	-1	CCN(CC)S(=O)(=O)c1ccc(N2CCOCC2)c(NC(=O)CC(C)(C)C)c1
7	i	-1	.	-2	22	-2	49	3	15	COc1ccc(-c2csc(NC(=O)CS(=O)(=O)c3ccccc3)n2)cc1
1	i	-2	.	0	6	-2	1	-3	-6	C#CCSc1nnc(C)c(C)n1
-2	i	-5	3	-1	27	2	-5	1	20	CC1CN(S(=O)(=O)c2ccc(C(=O)Nc3sccc3C(N)=O)cc2)CC(C)O1 (centres undefined)
-7	i	1	0	1	14	-3	1	2	5	Nc1nonc1C(=O)NCCNC(=O)c1ccc(Cl)cc1
.	i	-11	-3	3	13	-5	-4	6	.	Cc1cc(=O)oc2cc(OC(C)C(=O)O)c(Cl)cc12 (centres undefined)
17	i	.	4	-1	16	-1	3	-3	28	Nc1nncn1C(=O)c1cc(Br)ccc1Cl
13	i	0	1	0	6	0	3	2	10	Cc1ccc(C(=O)NCC(=O)Nc2ccc(C)c(S(=O)(=O)Nc3ccc(Cl)cc3)c2)s1
-3	i	-3	5	2	13	-2	13	7	7	CCOc1ccc(N2CC(C(=O)N3CCc4ccccc4C3)CC2=O)cc1 (centres undefined)
4	i	-2	-6	-4	23	-1	7	1	14	OCCSc1nnc(Nc2ccccc2)s1

# Arranged by the number under HSF-1 act (smallest number first): some entries from above
compound	HSF-1 act
Nc1nonc1C(=O)NCCNC(=O)c1ccc(Cl)cc1	5
CCOc1ccc(N2CC(C(=O)N3CCc4ccccc4C3)CC2=O)cc1 (centres undefined)	7
CC1CN(S(=O)(=O)c2ccc(C(=O)Nc3sccc3C(N)=O)cc2)CC(C)O1 (centres undefined)	20

# Compound profiles, from the list above.
# `Nc1nncn1C(=O)c1cc(Br)ccc1Cl` is listed with HSF1 inh: 17; PolyA inh: i; HDAC3 inh: .; HSP90 inh: 4; GSK3B inh: -1; AI-2 QS mod: 16; GSK3A inh: -1; Dyrk1A ADPGlo: 3; Platelet DG rel: -3; HSF-1 act: 28
# `COc1ccc(-c2csc(NC(=O)CS(=O)(=O)c3ccccc3)n2)cc1` is listed with HSF1 inh: 7; PolyA inh: i; HDAC3 inh: -1; HSP90 inh: .; GSK3B inh: -2; AI-2 QS mod: 22; GSK3A inh: -2; Dyrk1A ADPGlo: 49; Platelet DG rel: 3; HSF-1 act: 15

# Next section:
HSF1 inh	PolyA inh	HDAC3 inh	HSP90 inh	GSK3B inh	AI-2 QS mod	GSK3A inh	Dyrk1A ADPGlo	Platelet DG rel	HSF-1 act	Compound
1	i	2	4	-2	1	-1	.	2	14	COc1ccc(OC)c2[nH]c(=O)c(CCNS(=O)(=O)c3ccc(Cl)cc3)cc12
2	i	7	3	0	3	1	1	12	-6	COc1cc2ccccc2cc1C(=O)N(CCN(C)C)c1nc2ccc(Br)cc2s1
-2	i	0	-7	1	25	-1	1	0	-18	CCOc1ccc(S(=O)(=O)N2CCC(C(=O)NCc3ccccn3)CC2)cc1C
.	.	8	2	.	.	4	9	.	.	O=C(NC12CC3CC(CC(C3)C1)C2)c1ccc(COc2ccc(Cl)cc2[N+](=O)[O-])o1
-9	i	0	.	-4	5	-4	2	13	-7	COc1ccccc1CN1CCN(S(=O)(=O)c2ccc(C)cc2)CC1
24	i	-3	-1	3	28	0	27	17	59*	Cc1cc(C)c2[nH]c(=O)c(CN(CC3CCCO3)S(=O)(=O)c3ccc4c(c3)OCCO4)cc2c1 (centres undefined)
-3	i	3	4	0	44	2	.	22	5	Cc1cccc(C2c3[nH]c4ccccc4c3CCN2Cc2cccn2-c2ncccn2)c1 (centres undefined)
4	i	1	6	0	3	-1	.	1	21	COCCNC(C)C(=O)Nc1ccc(Br)cc1 (centres undefined)
-89*	i	2	0	2	18	-2	5	10	-90	CCOc1cc(/C=N/NC(=O)CN(CCc2ccccc2)S(=O)(=O)c2ccc(NC(C)=O)cc2)ccc1O
2	i	.	-1	-1	10	1	-3	-3	22	COc1ccc(NC(=O)C2CCCN2C(=O)OCc2ccccc2)cc1 (centres undefined)
-3	i	.	-4	2	12	-1	-2	0	-17	C=CC(C)Sc1nc2c(c(=O)n(C)c(=O)n2C)n1Cc1ccccc1Cl (centres undefined)
-2	i	-4	4	-1	3	-3	-2	-2	1	Cc1ccc(S(=O)(=O)N2CC(=O)Nc3ccccc32)c(C)c1NS(C)(=O)=O
5	i	4	-5	1	39	-1	-1	-6	7	CNC(=O)CSc1nnc(-c2cccnc2)n1-c1ccc(C)cc1
-5	i	-3	-3	1	22	4	3	-8	-4	CS(=O)(=O)NC1CCN(Cc2ccccc2)CC1
.	i	4	-3	-4	13	6	14	1	.	O=C(NCCN1C(=O)S/C(=C\c2ccccc2F)C1=O)C1CCN(S(=O)(=O)c2cccs2)CC1
6	i	-2	5	-3	25	-3	3	-8	0	CN(Cc1ccccc1)C(=S)NC(=O)c1cccs1
5	i	-2	0	1	-5	16	2	1	24	CCCC(C(=O)NC(C)(C)C)N(Cc1ccccc1Cl)C(=O)c1snc(C(N)=O)c1N (centres undefined)
-7	i	0	2	4	29	-1	11	2	6	Brc1ccc(CN2CCN(c3ccccc3)CC2)o1
10	i	-3	-2	1	11	-2	-4	3	33	O=C(Nc1nccs1)c1ccc(Br)cc1
0	i	6	2	0	9	-5	5	11	13	CCc1c(C(=O)NNC(=S)NCC(C)C)csc1C
1	i	-1	-4	-1	25	-4	-7	3	4	O=C(NCCCCCCNC(=O)N1CCCCCC1)N1CCCCCC1
6	i	0	2	0	14	-4	.	8	10	Cc1ccc2nc(-c3cccnc3)c(NC3CCCCC3)n2c1
-5	i	-3	3	2	15	1	0	-2	17	Cc1ccc2[nH]c(C)c(CCN(Cc3cccnc3)C(=S)NC(C)(C)C)c2c1
12	i	-7	-2	-3	10	-1	-4	1	18	O=C(CSc1nnc(-c2cc(-c3cccs3)nc3ccccc23)o1)NC1CCCCC1
8	i	-1	-6	3	12	-3	-2	2	35	O=C(CN1CCOCC1)Nc1ccc([N+](=O)[O-])cc1
-5	i	6	1	2	14	0	-1	0	5	COc1ccc(/C=C/C(=O)Nc2cccc(S(=O)(=O)N3CCCC3)c2)cc1OC
7	i	-3	0	3	37	-1	-1	-5	4	CN(C(=O)CSc1nnc(-c2cccs2)o1)C1CCS(=O)(=O)C1 (centres undefined)
1	i	5	-4	-2	4	1	0	-2	1	CC(=O)Nc1ccc(NC(=O)C2CCCCN2S(=O)(=O)c2ccc(C(C)(C)C)cc2)cc1 (centres undefined)
-2	i	3	3	1	7	3	-10	-11	-12	CN(C)S(=O)(=O)c1ccc(C(=O)NCc2nnc(SCC(=O)NCc3ccco3)o2)cc1
0	i	7	.	0	-13	0	4	-2	0	CC(=O)Nc1ccc(S(=O)(=O)N(C)CC(=O)OCC(=O)N2CCCC2=O)cc1
-3	i	i	1	3	-1	0	21	3	9	CCCc1cc(=O)oc2c(CN3CCOCC3)c(O)ccc12
-3	i	0	1	0	7	1	7	8	-1	CCc1ccc(CN(C)C(=O)CCc2nnc(CCc3ccccc3OC)o2)nc1
14	i	6	.	-1	20	-1	3	-7	.	CCCCCCC(=O)N1C/C=C\C(c2ccc(OC)cc2)N(Cc2ccc(F)cc2)C(=O)C1 (centres undefined)
-2	i	-5	5	0	-1	20	3	1	-5	COc1cccc(NC(=O)CCN2CCN(c3ccccc3F)CC2)c1
3	i	-1	1	-5	10	2	12	-1	-2	CCN(CC)CCCN(C(=O)c1cccs1)c1nc(-c2ccc(OC)cc2)cs1
-1	i	2	-2	-1	22	0	2	0	0	Cc1cc(C=O)c(C)n1-c1ccc(N2CCOCC2)c([N+](=O)[O-])c1
0	i	-8	1	1	6	0	2	1	-1	COC(=O)C1(C)NC(c2ccccc2OC)C2C(=O)N(c3ccccc3)C(=O)C21 (centres undefined)
.	.	10	-5	-1	47	.	6	.	.	CCCOc1cccc(C(=O)N/N=C/c2coc3ccccc3c2=O)c1
3	i	-2	2	4	13	1	-1	1	-18	CN(CCC#N)C(=O)COC(=O)c1ccc(Cl)cc1O
-5	i	2	-2	0	23	1	4	-2	5	O=C(COc1ccccc1)N(Cc1cccc(F)c1)C1CCS(=O)(=O)C1 (centres undefined)
-6	i	-2	2	6	5	-1	24	-37	-1	Cc1cc(NS(=O)(=O)c2ccc(NC(=S)NC(=O)c3ccc(F)cc3)cc2)no1
-3	i	-2	-3	4	12	-2	5	4	7	Cc1cc(C)nc(SCCS(=O)(=O)Cc2ccccc2)n1
-44	i	7	.	-2	0	1	.	-2	-55	CCOC(=O)N1C2=NC(C(=O)OC)=C(C(=O)OC)[C@@H]3N(C)c4ccc(OC)cc4[C@]23C[C@H]1C(=O)OC
-3	i	0	0	0	2	0	-5	4	-18	Cc1c(N=C2SCC(=O)N2c2c(C)n(C)n(-c3ccccc3)c2=O)c(=O)n(-c2ccccc2)n1C
9	i	-2	0	3	-3	-1	-1	-16	5	O=C(CSc1ccccc1)NNC(=O)c1ccccc1O
-5	i	-4	0	3	14	-3	.	-6	-2	Cc1onc(-c2c(Cl)cccc2Cl)c1C(=O)n1nnc2ccccc21
2	i	1	0	1	8	-6	3	-3	11	CC(NC(=O)c1cccc(C(F)(F)F)c1)C1CCCO1 (centres undefined)
-2	i	-5	3	2	10	0	10	10	7	COc1cccc(NC(=O)c2ccc(Cn3cc([N+](=O)[O-])cn3)o2)c1
0	i	4	1	4	16	-4	26	4	2	COc1cc2ccccc2cc1C(=O)O
-4	i	-6	3	1	4	-4	-1	20	7	O=C(NCCc1ccccc1)c1ncn[nH]1
4	i	-4	1	4	21	-4	-3	-4	32	O=C(Oc1ccc2c(c1)OCO2)C12CC3CC(CC(C3)C1)C2
-91*	i	-191	-3	4	24	1	-9	3	-93	N=c1c(C(=O)NC2CCCC2)cc2c(=O)n3ccccc3nc2n1Cc1ccccc1
